Source: PubChem (several laboratories)
NadD inh = blocks S. aureus nicotinate mononucleotide adenylyltransferase | purified NadD enzyme, colorimetric absorbance read-out | inhibition, % at 20 µM | 360,000 tested, 0.78% active | AID 602399; in the data active = inhibition above about 26%; note: some compounds past the cut are filed as inactive
STEP inh = STEP (human) phosphatase inhibition | 360,000 tested, 0.25% active | inhibition, % at 20 µM | P54829 | AID 588621 | recombinant STEP, OMFP fluorogenic substrate, fluorescence;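 active = inhibition at 20 µM, scaled per plate between control wells, above about 37%, limit read from the data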;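 note: 0% = DMSO with enzyme and substrate and 100% = substrate only without enzyme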
Target sequence (P54829 whole entry, looked up): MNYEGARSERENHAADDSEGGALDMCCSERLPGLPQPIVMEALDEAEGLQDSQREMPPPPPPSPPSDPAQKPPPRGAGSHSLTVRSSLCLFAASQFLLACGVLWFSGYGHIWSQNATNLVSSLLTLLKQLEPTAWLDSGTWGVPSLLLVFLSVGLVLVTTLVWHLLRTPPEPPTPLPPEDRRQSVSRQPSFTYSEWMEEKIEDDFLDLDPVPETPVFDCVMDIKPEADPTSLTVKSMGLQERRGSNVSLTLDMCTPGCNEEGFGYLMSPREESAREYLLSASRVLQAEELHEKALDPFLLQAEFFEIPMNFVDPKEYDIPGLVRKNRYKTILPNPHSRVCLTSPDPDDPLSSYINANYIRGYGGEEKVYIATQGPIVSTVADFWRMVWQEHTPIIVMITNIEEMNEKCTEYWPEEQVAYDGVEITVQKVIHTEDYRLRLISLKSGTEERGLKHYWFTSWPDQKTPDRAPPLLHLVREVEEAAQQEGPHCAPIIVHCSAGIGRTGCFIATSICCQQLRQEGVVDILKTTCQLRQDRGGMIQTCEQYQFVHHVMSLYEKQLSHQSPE
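Assay system: isolated STEP enzyme. Buffer or medium: pH 6.0 Bis-Tris with DTT and Tween 20. Also added: fluorogenic phosphatase substrate OMFP at 25 µM final. Dosing: 20 µM, 1% DMSO. Timing: 20 min reaction, room temperature, in the dark. Measured by: fluorescence intensity, excitation 480 nm, emission 540 nm. Evaluation: normalized % inhibition.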
Neddylation inh = inhibitors of human cullin neddylation | AID 651699 | P61081+Q13564 | TR-FRET cullin neddylation, biochemical | 360,000 tested, 0.58% active | calls only at 25 µM; in the data active = inhibition above about 36%
Rpn11 inh = Rpn11 (human) deubiquitinase inhibition; calls only at 20 µM; 360,000 tested, 0.59% active; O00487; human 26S proteasome, Ub4-pepOG fluorescence polarization; 20S core pre-blocked with epoxomicin; AID 588493;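 active = inhibition at 20 µM, scaled to each plate's controls, above about 33%, limit read from the data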
SUMO1-SIM PPI = SUMO1-SIM interaction modulation; P63165; SUMO1 binding to a labelled peptide, TR-FRET, 1 h; inhibition, % at 20 µM; 360,000 tested, 0.33% active; in the data active = inhibition above about 37%
Target sequence (P63165 whole entry, looked up): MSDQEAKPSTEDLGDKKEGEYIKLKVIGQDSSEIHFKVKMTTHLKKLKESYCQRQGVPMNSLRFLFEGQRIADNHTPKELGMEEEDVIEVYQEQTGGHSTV
Rin1 Abl inh = human Rin1-Abl interaction inhibition; TR-FRET Rin1/Abl binding, biochemical; inhibition, % at 7.35 µM; 360,000 tested, 0.4% active; AID 588664; in the data active = inhibition above about 5%, passing the limit was not always enough
Scp-1 inhibitor = blocks human Scp-1 phosphatase activity; Recombinant Scp1, phosphopeptide, malachite green phosphate absorbance; inhibition, % at 20 µM; 340,000 tested, 0.88% active; AID 493091;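 active = inhibition above about 50% at 20 µM, limit read from the data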;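 note: plate controls were DMSO wells with enzyme for no effect and wells lacking enzyme for full effect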
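System: truncated SCP-1 phosphatase (76-261aa); medium: Tris acetate buffer pH 5.5 with MgCl2 and Tween-20; incubation: 45 min room-temperature reaction, 5 min colour, 30 min stabiliser; compound: single 20 µM dose, 1% DMSO; reagent: Phosphorylated 17-residue peptide substrate; read-out: % inhibition at 20 µM; technique: colorimetric free-phosphate detection, absorbance 630 nm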
CSN deneddyl inh = blocks human CSN-mediated cullin deneddylation; Purified CSN, SCF-Nedd8-OG deneddylation, fluorescence polarization; inhibition, % at 12.5 µM; 360,000 tested, 0.38% active; AID 651999;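 active = pattern-corrected inhibition above about 35%, with an unprinted fluorescence ratio check between 0.5 and 1.5, limit read from the data, passing the limit was not always enough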;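 note: 0% = enzyme with substrate and 100% = substrate without enzyme; some results filed as inactive read as strong as hits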
Target sequence (Q92905 whole entry, looked up, one chain of several): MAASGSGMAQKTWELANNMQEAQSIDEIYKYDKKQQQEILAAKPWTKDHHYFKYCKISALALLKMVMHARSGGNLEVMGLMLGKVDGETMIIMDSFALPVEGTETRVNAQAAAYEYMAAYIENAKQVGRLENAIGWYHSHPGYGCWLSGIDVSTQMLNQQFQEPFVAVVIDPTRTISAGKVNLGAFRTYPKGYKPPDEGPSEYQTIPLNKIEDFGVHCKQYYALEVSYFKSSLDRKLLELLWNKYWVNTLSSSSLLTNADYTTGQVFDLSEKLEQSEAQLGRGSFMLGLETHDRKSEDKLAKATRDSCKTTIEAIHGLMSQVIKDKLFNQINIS
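test system = HEK293T-derived human Csn5 enzyme | amount = 0.24 nM Csn5 enzyme, final concentration | medium = Tris/NaCl/DTT buffer, pH 7.5 | schedule = 90 min reaction at room temperature | signal = FP | evaluation = inhibition of Csn5 cleavage, % | compound dosing = single dose of 12.5 µM compound with 0.25% DMSO | probe or stimulus = 10 nM SCFSkp2-Nedd8OG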
LMPTP inh = blocks human LMPTP phosphatase; recombinant LMPTP-A, OMFP fluorogenic substrate, fluorescence intensity; 360,000 tested, 0.22% active; AID 651560; P24666; inhibition, % at 20 µM;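 active = compounds that cut the enzyme signal by at least half of the control window in the single-dose screen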;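 note: plate controls were DMSO wells with enzyme plus substrate for no effect and substrate without enzyme for full effect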
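Assay system: LMPTP-A, protein tyrosine phosphatase of low molecular weight / Medium: pH 6.0 Bis-Tris buffer with DTT and Triton X-100 / Schedule: 50 min enzyme reaction at room temperature, protected from light / Measured by: endpoint fluorescence intensity from OMFP dephosphorylation / Read-out basis: % inhibition relative to no-enzyme and uninhibited control wells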
DNMT1 inh = inhibitors of human DNMT1. P26358. DNMT1 molecular beacon, Hinp1I cleavage, fluorescence. inhibition (reported as % activation of signal), % at 10 µM. 360,000 tested, 0.83% active; in the data active = inhibition above about 50%
* hit, by the source's call; i = inactive; / = not tested or not shown; + = active, no number.

Second line of a record: NadD inh	STEP inh	Neddylation inh	Rpn11 inh	SUMO1-SIM PPI	Rin1 Abl inh	Scp-1 inhibitor	CSN deneddyl inh	LMPTP inh	DNMT1 inh
- CN(C)S(=O)(=O)c1ccc(C(=O)NCc2nnc(SCC(=O)NCc3ccco3)o2)cc1
  -4	1	i	i	-2	-4	-5	1	0.2	4
- COc1ccccc1NC(=S)NC1CCC(CC2CCC(NC(=S)Nc3ccccc3OC)CC2)CC1 (stereo not drawn)
  13	4	i	i	-4	-3	-3	-9	2.5	-3
- O=C(C[C@H]1C[C@H](C(=O)N2CCOCC2)[C@@]2(CCC3CCCC3)c3[nH]c4cc(-c5ccco5)ccc4c3CCN2C1=O)NCCC1=CCCCC1
  29*	2	/	+	0	1	1	8	2.0	-20
- O=[N+]([O-])c1ccc2[nH]c3c(c2c1)CCCC3
  0	-1	i	i	-10	1	-8	-1	1.0	3
- O=C(c1c(F)cccc1F)N(Cc1ccccc1)Cc1ccccc1
  -6	2	i	i	5	-1	-6	1	1.9	1
- COc1cc(C2NC(=S)NC(C)=C2C(=O)Nc2ccc(C)cc2)ccc1O (stereo not drawn)
  1	0	i	i	8	-3	-6	-2	-0.3	-2
- CCC(CC)NC(=O)Nc1ccc(C)cc1
  0	2	i	i	-5	-4	-11	1	-1.2	1
- Cc1ccc[n+](CC(=O)N2CCCc3ccccc32)c1
  0	5	i	i	1	-1	-1	14	-0.5	0
- CCCn1c(=O)c(C#N)cn(C2CC2)c1=O
  -7	-2	i	i	-5	-4	3	2	0.7	0
- CCOC(=O)c1cc(S(=O)(=O)NCc2ccc3c(c2)OCO3)cn1C
  -2	-1	i	i	-3	1	-5	-5	-1.1	1
- Cc1nc(Br)c(Br)c(C)c1Br
  -8	0	i	i	-4	-1	-4	-2	0.9	2
- CCCCCc1ccc(-c2cn(CCc3c[nH]c4ccccc34)nn2)cc1
  -5	5	i	i	-1	0	-6	0	3.2	-3
- CCOc1ccc(NC(=O)c2ccc(F)c(S(=O)(=O)N3CCN(c4ccccn4)CC3)c2)cc1
  6	-1	i	i	-4	3	3	6	2.8	-4
- COCCn1c(NCc2ccccc2)nc2c1c(=O)[nH]c(=O)n2C
  0	-1	i	i	2	2	-2	7	1.0	0
- Cc1ccccc1N(C(=O)c1snc(C(N)=O)c1N)C(C(=O)NC1CCCCC1)c1ccc(O)cc1 (stereo not drawn)
  2	-1	/	i	-5	-1	-7	-1	1.9	-7
- C[C@H](O)[C@@]1(O)CC[C@H]2[C@@H]3CC[C@@H]4C[C@H](O)CC[C@]4(C)[C@H]3CC[C@@]21C
  -2	-6	i	i	7	1	-4	-4	-0.3	-2
- CCCCc1ccc(S(=O)(=O)NCCc2ccncc2)cc1
  1	6	i	i	-5	2	5	8	-0.4	-3
- CCOC(=O)c1c(NC(=O)c2cccnc2)sc(C(C)=O)c1C
  7	1	i	i	-13	-2	1	-4	-0.1	0
- CCc1nn(CCCC(=O)NCc2ccco2)c(=O)c2cc3occc3n12
  -1	-3	i	i	5	-2	-2	1	0.2	0
- Cc1cccc(CSCCNC(=O)COc2ccc(Cl)cc2)c1
  -8	-2	i	i	3	2	-4	3	0.6	0
- CCCc1cc(C(=O)Nc2ccc(F)cc2F)no1
  2	-2	i	i	-1	1	-8	-4	-1.0	-1
- O=C(O)[C@H](Cc1c[nH]c2ccccc12)Nc1ncccc1[N+](=O)[O-]
  -4	3	i	i	-31	1	-7	-6	-1.6	-1
- Cc1ccc(OCC(=O)N(C)CC(=O)Nc2ccc(Cl)c(C(F)(F)F)c2)c([N+](=O)[O-])n1
  -4	3	i	i	-14	-3	13	-3	-0.6	-4
- CSc1cccc(CN2CCN(CCc3ccccc3)C(CCO)C2)c1 (stereo not drawn)
  -4	6	i	i	2	5	-5	1	-1.5	-5
- Cc1cccc2cc(C#N)c(N3CCC(O)CC3)nc12
  5	-4	i	i	-5	-6	3	12	0.2	-6
- CCCCCC(=O)N1C[C@H](O)[C@@H](n2cc(COC(=O)c3ccccc3)nn2)C[C@@H]1c1ccc(C)cc1
  4	2	i	i	3	-2	/	4	2.1	-21
- CC1(C)CC(=O)C2=C(C1)c1c(ccc3ccccc13)NC2c1cc([N+](=O)[O-])cc([N+](=O)[O-])c1O (stereo not drawn)
  27	4	i	i	9	-2	-3	2	2.5	2
- C[n+]1ccc(C(=O)NCc2ccccc2)cc1
  15	-2	i	i	-7	0	93*	-1	-0.7	-1
- O=C(c1ccccc1CCc1ccccc1)N1CCCC1
  -2	2	i	i	-2	-2	-1	0	-1.4	5
- CC(C)c1cccc(C(C)C)c1OCCCCCN1CCOCC1
  -16	1	i	i	2	2	-15	-2	-3.7	3
- CC1(C)Cc2c(sc(NC(=O)C(=O)NCCCN3CCOCC3)c2C#N)CO1
  0	68*	i	i	-5	0	0	3	-1.1	5
- CC1(C(=O)NS(=O)(=O)c2ccc(Br)cc2)CCN1C(=O)C1(c2ccccc2)CC1 (stereo not drawn)
  1	0	i	i	1	1	/	4	-0.8	4
- O=C(CN1C2CCC1CC(NC(=O)NC1CCCCC1)C2)NC1CC1 (stereo not drawn)
  -4	0	i	i	1	-2	0	3	-3.2	4
- Cn1ccc2c(N(Cc3ccccc3)Cc3ccccc3)cc3c(c21)C1CCC3C1 (stereo not drawn)
  9	1	i	i	-6	-2	/	-8	1.7	6
- Cc1cccc(-n2nc([N+](=O)[O-])c(=NCc3cccnc3)n2O)c1
  1	-1	i	i	-31	-2	1	-4	1.1	4
- Cc1nc(SCc2ccccc2)nc2c1CCC2
  10	0	i	i	2	1	-3	-4	1.1	-2
- CCOc1ccccc1NC(=O)N1CCCN(c2ncccc2C#N)CC1
  -3	-1	i	i	-1	1	-7	2	-0.8	-1
- CCOC(=O)c1c(NC(=O)c2ccc(-n3cnnn3)cc2)sc2c1CCCC2
  11	2	i	i	-1	1	7	27	1.3	10
- OC(CCN1CCCCC1)(c1ccccc1)C1C[C@@H]2C=C[C@H]1C2 (stereo partly drawn)
  0	1	i	i	1	-2	-14	-3	-2.6	2
- CC(C)(C)S(=O)(=O)c1cnc(N2CCCCC2)nc1N
  -5	-2	i	i	2	-3	-5	2	1.1	-1
- O=C(N/N=C/c1ccc(O)cc1)c1cncc(Br)c1
  -5	-1	i	i	-1	0	0	-3	-0.6	0
- COC(=O)C1CCN(C2CN(Cc3ccc([N+](=O)[O-])cc3)S(=O)(=O)C2)CC1 (stereo not drawn)
  -5	0	i	i	-15	0	/	2	3.2	9
- O=C(NCc1ccccc1)NC(=O)c1ccncc1
  -3	0	i	i	1	-1	-3	1	-1.8	-1
- Cc1[nH]c2ccccc2c1SCCN
  10	0	i	i	-1	-2	2	-1	1.6	-47
- Cc1ccc(NC(=O)CC2Nc3ccccc3NC2=O)cc1Cl (stereo not drawn)
  31*	-3	i	i	-6	1	3	2	-1.5	-9
- COc1ccc(N2C(=O)CC(Nc3cccc([N+](=O)[O-])c3)C2=O)cc1 (stereo not drawn)
  -11	0	i	i	-13	0	-4	1	1.3	-1
- CCc1ccc(C(O)(CNCc2ccccc2)c2ccccc2)cc1 (stereo not drawn)
  -13	-1	i	i	2	0	2	0	0.0	6
- COc1ccc(-c2csc(NC(=O)CCN3C(=O)C4CC=CCC4C3=O)n2)cc1OC (stereo not drawn)
  -3	-1	i	i	-2	-4	-1	5	0.9	-8
- CCCCC(=O)Nc1ccc(NC(=S)NC(=O)c2cccs2)cc1OC
  -1	-2	i	i	-4	1	-12	-20	-0.5	-4
- O=C(NCc1ccco1)c1cc(-c2ccc(Cl)cc2)on1
  -1	1	i	i	-1	-2	0	2	0.1	22

(cont.)
Second line of a record: NadD inh	STEP inh	Neddylation inh	Rpn11 inh	SUMO1-SIM PPI	Rin1 Abl inh	Scp-1 inhibitor	CSN deneddyl inh	LMPTP inh	DNMT1 inh
- COc1ccc(-n2cnnc2SCC(=O)c2cc(C)n(Cc3cccs3)c2C)cc1
  10	0	i	i	0	2	28	4	2.8	-5
- Cc1ccc(CS(=O)Cc2ccc(C(=O)NC3CCCCC3)o2)cc1 (stereo not drawn)
  -3	-7	i	i	3	4	7	1	-0.3	1
- COC(=O)[C@]1(C)N[C@H](CN(C)S(=O)(=O)c2ccc(C(C)(C)C)cc2)[C@@H]2C(=O)N(C)C(=O)[C@@H]21
  2	-1	i	i	0	/	-11	-8	0.0	2
- COc1ccc(CNC(=O)CSc2nn3c(=O)c(C(C)(C)C)nnc3s2)cc1OC
  2	0	i	i	-1	3	-17	-8	-1.8	0

A stretch from the list above, as a working copy:
Second line of a record: NadD inh	STEP inh	Neddylation inh	Rpn11 inh	SUMO1-SIM PPI	Rin1 Abl inh	Scp-1 inhibitor	CSN deneddyl inh	LMPTP inh	DNMT1 inh
- O=C(NCc1ccco1)c1cc(-c2ccc(Cl)cc2)on1
  -1	1	i	i	-1	-2	0	2	0.1	22
- COc1ccc(-n2cnnc2SCC(=O)c2cc(C)n(Cc3cccs3)c2C)cc1
  10	0	i	i	0	2	28	4	2.8	-5
- Cc1ccc(CS(=O)Cc2ccc(C(=O)NC3CCCCC3)o2)cc1 (stereo not drawn)
  -3	-7	i	i	3	4	7	1	-0.3	1
- COC(=O)[C@]1(C)N[C@H](CN(C)S(=O)(=O)c2ccc(C(C)(C)C)cc2)[C@@H]2C(=O)N(C)C(=O)[C@@H]21
  2	-1	i	i	0	/	-11	-8	0.0	2
- COc1ccc(CNC(=O)CSc2nn3c(=O)c(C(C)(C)C)nnc3s2)cc1OC
  2	0	i	i	-1	3	-17	-8	-1.8	0
